Rtt109 Vps75: C. albicans Rtt109 histone acetyltransferase inhibition | purified Rtt109/Vps75, ThioGlo CoA-SH fluorescence, 4 h | inhibition, % at 34.9 µM | actives 0.16% (n = 330,000);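 active means inhibition of at least 50% in every replicate; inconclusive means best replicate reaches 50% inhibition but some replicates fall short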
Target sequence (Q5AAJ8 whole entry, looked up): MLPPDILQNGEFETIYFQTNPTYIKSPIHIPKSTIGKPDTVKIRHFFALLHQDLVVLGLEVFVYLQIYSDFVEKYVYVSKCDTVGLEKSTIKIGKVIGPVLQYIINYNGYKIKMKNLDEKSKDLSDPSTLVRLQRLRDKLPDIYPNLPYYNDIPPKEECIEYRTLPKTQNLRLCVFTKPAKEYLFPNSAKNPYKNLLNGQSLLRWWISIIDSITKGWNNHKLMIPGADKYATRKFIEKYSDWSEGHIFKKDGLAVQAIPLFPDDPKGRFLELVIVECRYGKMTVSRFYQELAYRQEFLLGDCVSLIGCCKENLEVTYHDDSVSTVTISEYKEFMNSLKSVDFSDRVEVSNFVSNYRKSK
CAL PDZ inh: blocks peptide binding to human CAL PDZ domain; purified CAL PDZ, TMR-peptide fluorescence polarization, 1 h; actives 0.02% (n = 330,000); Q9HD26; inhibition, % at 20 µM; AID 504414;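 active means highest replicate inhibition of at least 40%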;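 further: plate controls were DMSO neutral control wells for no effect and unlabeled competitor peptide control wells for full effect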
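Test system: purified CerCALP PDZ construct; Compound dosing: one concentration, 20 µM compound; Also added: TMR-labelled reporter peptide T*-PRC34 bound in PDZ groove; Read-out: inhibition from polarization loss; Controls: unlabelled peptide and DMSO controls; Signal: FP readout, S and P plane fluorescence; Incubation: 1 h at RT.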
Tat export inh: E. coli Tat transport inhibition; E. coli MC4100 TorA-mCherry Tat export, fluorescence; inhibition, % at 10 µM; actives 0.036% (n = 340,000);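 active means mean replicate inhibition at least 50% and at least half of replicates individually reaching 50%; inconclusive means only one of the two criteria met; inactive means neither criterion met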;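 further: exported cargo escapes ClpAP degradation while cytoplasmic cargo is degraded and loses fluorescence; 0% = median of neutral control wells and 100% = median of NaSCN control wells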
PvdQ inh: blocks Pseudomonas aeruginosa PvdQ acylase activity | actives 0.063% (n = 340,000) | purified PvdQ acylase, fluorescence plate reader | inhibition, % at 10 µM; in the data active means inhibition above about 30%, passing the limit was not always enough; inconclusive means no clear call, values can overlap the other calls;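 further: 0% = vehicle neutral wells and 100% = reference inhibitor wells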
AddAB inh: less growth of phage-infected E. coli with AddAB; E. coli expressing H. pylori AddAB, absorbance growth; inhibition, % at 11.9 µM; actives 0.29% (n = 330,000); in the data active means inhibition above about 12%;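 further: 0% = vehicle wells of infected cells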
PfHsp90 yeast 2: growth inhibition of yeast expressing Plasmodium Hsp90. S. cerevisiae expressing PfHsp90, BacTiter-Glo ATP, 48 h; yeast lacking PDR1 and PDR3 efflux regulators. inhibition, % at 9.4 µM. actives 0.32% (n = 310,000). AID 504621;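 active means every replicate shows inhibition above about 80%, whatever the replicate mean, limit read from the data; inconclusive means mean inhibition reaches the set limit but some replicate falls short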;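 further: 0% = DMSO neutral controls and 100% = 20 µM radicicol positive controls; yeast relying on Plasmodium falciparum Hsp90 in place of its own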
DAGLB inh: blocks human DAGLB lipase activity; actives 0.059% (n = 340,000); inhibition, % at 5.17 µM; Q8NCG7; HEK293T DAGLB membrane lysate, EnzChek fluorogenic substrate; in the data active means inhibition above about 34%;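 further: 0% = enzyme with vehicle and 100% = wells lacking enzyme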
Target sequence (Q8NCG7 whole entry, looked up): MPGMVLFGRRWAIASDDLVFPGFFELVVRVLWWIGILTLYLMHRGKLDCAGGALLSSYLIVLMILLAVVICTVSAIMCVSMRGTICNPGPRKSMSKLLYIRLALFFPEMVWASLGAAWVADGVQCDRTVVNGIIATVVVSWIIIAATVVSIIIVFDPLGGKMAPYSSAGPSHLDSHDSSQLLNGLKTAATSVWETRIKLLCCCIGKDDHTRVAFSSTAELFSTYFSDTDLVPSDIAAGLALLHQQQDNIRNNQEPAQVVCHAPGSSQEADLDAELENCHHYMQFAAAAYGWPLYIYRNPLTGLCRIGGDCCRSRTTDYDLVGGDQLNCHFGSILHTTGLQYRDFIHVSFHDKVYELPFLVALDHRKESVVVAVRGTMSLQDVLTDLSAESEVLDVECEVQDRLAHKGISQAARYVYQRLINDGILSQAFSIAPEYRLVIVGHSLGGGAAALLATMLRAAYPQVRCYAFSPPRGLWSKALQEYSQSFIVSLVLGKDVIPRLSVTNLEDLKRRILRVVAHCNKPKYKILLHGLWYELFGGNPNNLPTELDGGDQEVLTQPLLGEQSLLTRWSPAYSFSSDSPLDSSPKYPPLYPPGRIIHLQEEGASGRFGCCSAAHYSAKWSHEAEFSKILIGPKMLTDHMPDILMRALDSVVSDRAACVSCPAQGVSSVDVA
phage Ecoli inh: E. coli growth loss with phage present | inhibition, % at 11.9 µM | growth absorbance | actives 0.26% (n = 360,000); in the data active means inhibition above about 11%
Ecoli viability: reduces bacterial viability in AddAB counter-screen; E. coli V3065 growth, OD600 absorbance, 18 h; inhibition, % at 11.9 µM; actives 0.27% (n = 330,000);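 active means inhibition above the campaign's mean inhibition across all tested compounds plus 3 SD, cut at about 9.9% in these data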;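 further: uninfected addAB+ strain grown without phage in ampicillin broth; 0% = DMSO wells and 100% = ciprofloxacin 0.95 µg/ml wells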
Wnt bcat act: activators of Wnt/beta-catenin signaling; actives 1.2% (n = 300,000); activation, % at 9.35 µM; AID 743398; Wnt/beta-catenin reporter cell assay, activator, plate reader; in the data active means activation above about 30%, passing the limit was not always enough; inconclusive means no clear call, values can overlap the other calls;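 further: 0% = neutral control wells and 100% = positive control wells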
Numbers without * were called inactive; & = joins results of further samples.

Screening O=C(Nc1ccccc1)N(C1=NCCCCS1)c1ccccc1 returned Rtt109 Vps75 3, CAL PDZ inh 0.4, Tat export inh -3, PvdQ inh -6, AddAB inh 3.7, PfHsp90 yeast 2 -32, DAGLB inh 0, phage Ecoli inh 0.9 and Ecoli viability 2.2.
Cc1cc(Oc2ccc(=O)n(C)n2)nc(Oc2ccc(=O)n(C)n2)n1 was read as Rtt109 Vps75 3, CAL PDZ inh 0.1, Tat export inh 2, PvdQ inh -3, AddAB inh 2.5, PfHsp90 yeast 2 -2, DAGLB inh 1, phage Ecoli inh 1.0 and Ecoli viability 1.7.
For CCOC(=O)N1CCN(S(=O)(=O)c2ccc(Cl)cc2)CC1 the results were Rtt109 Vps75 -8, Tat export inh -4, PvdQ inh 3, AddAB inh 2.1, PfHsp90 yeast 2 7, DAGLB inh 0, phage Ecoli inh 2.4, Ecoli viability 1.1 and Wnt bcat act 2.
Cc1cnc(N)c2c(=O)oc3ccccc3c12 was read as Rtt109 Vps75 3, CAL PDZ inh 0.0, Tat export inh -1, PvdQ inh -11, AddAB inh 1.9, PfHsp90 yeast 2 -33, DAGLB inh 1, phage Ecoli inh 5.0, Ecoli viability -0.3 and Wnt bcat act 0.
COc1ccc(-c2nc(SC(C)C(=O)NC3CC3)n[nH]2)cc1 (stereo unspecified) was read as Rtt109 Vps75 -3, CAL PDZ inh -2.0, Tat export inh -4, PvdQ inh -9, DAGLB inh 2, phage Ecoli inh 0.2 and Wnt bcat act 3.
`COC/C=C/C1=CC(=O)C[C@H](c2ccc3c(c2)OCO3)C1` gave Rtt109 Vps75 1, CAL PDZ inh 0.0, Tat export inh -1, PvdQ inh 2, AddAB inh 1.0, PfHsp90 yeast 2 3, DAGLB inh -7, phage Ecoli inh 1.8, Ecoli viability -1.5 and Wnt bcat act 9.
Screening CCCN(CCC)S(=O)(=O)c1ccc(C(=O)O)cc1 returned Rtt109 Vps75 7, CAL PDZ inh -0.5, Tat export inh 7, PvdQ inh 6, AddAB inh -1.6, PfHsp90 yeast 2 -4, DAGLB inh 1, phage Ecoli inh 0.8, Ecoli viability -0.3 and Wnt bcat act -3.
Screening CNc1nnc(-c2cccc(N(C)C)c2)s1 returned Rtt109 Vps75 -29, Tat export inh -5, PvdQ inh -6, AddAB inh 3.8, PfHsp90 yeast 2 3, DAGLB inh -3, phage Ecoli inh 1.8 and Ecoli viability 3.9.
Screening Cc1cc(C)n2nc3nc(N4CCCCC4)nc(-c4ccco4)c3c2n1 returned Rtt109 Vps75 -4, CAL PDZ inh -1.1, Tat export inh -3, PvdQ inh -12, AddAB inh 1.9, PfHsp90 yeast 2 4, DAGLB inh -1 and Ecoli viability -2.8.
N=C1C(c2nc3ccccc3c(=O)[nH]2)=C(O)CN1CCc1ccccc1 was read as Rtt109 Vps75 -12, CAL PDZ inh -1.3, Tat export inh -3, PvdQ inh -10, AddAB inh -0.2, PfHsp90 yeast 2 8, DAGLB inh -1 and Ecoli viability -0.6.
`CSCCC(NC(=O)c1ccc(Br)cc1)C(=O)O` (stereo unspecified) gave Rtt109 Vps75 0, CAL PDZ inh -8.6, Tat export inh -1, PvdQ inh -1, AddAB inh 3.3, DAGLB inh -1, phage Ecoli inh 3.8, Ecoli viability 2.8 and Wnt bcat act -1.
For COc1ccccc1CNC(=O)c1nnc(Cc2ccc(Cl)cc2)o1 the results were Rtt109 Vps75 3, CAL PDZ inh 0.0, Tat export inh -8, PvdQ inh -18, AddAB inh 2.5, PfHsp90 yeast 2 7, DAGLB inh -1, phage Ecoli inh 5.7, Ecoli viability 1.2 and Wnt bcat act -3.
Screening CSCCC(NC(=O)c1ccccc1Cl)C(=O)NNC(=O)c1ccncc1 (stereo unspecified) returned Rtt109 Vps75 -1, CAL PDZ inh 1.5, Tat export inh 16, PvdQ inh -17, AddAB inh 0.0, PfHsp90 yeast 2 -7, DAGLB inh 1, phage Ecoli inh 4.4, Ecoli viability 1.2 and Wnt bcat act -4.
`Cc1ccc(N=C2CCCN2Cc2ccccc2)c(C#N)c1` gave Rtt109 Vps75 5, CAL PDZ inh -3.0, Tat export inh -6, PvdQ inh -1, AddAB inh 1.2, PfHsp90 yeast 2 -7, DAGLB inh -5, phage Ecoli inh -2.4, Ecoli viability -1.5 and Wnt bcat act 0.
O=C(CCNS(=O)(=O)c1cccc2nonc12)NC1CCCCC1 was read as Rtt109 Vps75 2, CAL PDZ inh 0.5, Tat export inh -5, PvdQ inh -3, AddAB inh 1.6, PfHsp90 yeast 2 13, DAGLB inh 1, phage Ecoli inh 4.1, Ecoli viability -3.0 and Wnt bcat act -2.
`OCCNc1ncnc2c1c(-c1ccccc1)c(-c1ccccc1)n2Cc1ccco1` gave Rtt109 Vps75 -5, CAL PDZ inh -1.8, Tat export inh 1, PvdQ inh -3, AddAB inh -0.5, PfHsp90 yeast 2 -25, DAGLB inh -7, phage Ecoli inh -0.6, Ecoli viability -3.0 and Wnt bcat act 23&-4.
For Nc1cc2cccnc2cc1Cl the results were Rtt109 Vps75 -11, CAL PDZ inh 1.6, Tat export inh 23, PvdQ inh -2, PfHsp90 yeast 2 -25, DAGLB inh 7, phage Ecoli inh 3.0 and Wnt bcat act -5.
For O=C(Nc1ccc(S(=O)(=O)Nc2ncccn2)cc1)C12CC3CC(CC(Cl)(C3)C1)C2 the results were Rtt109 Vps75 4, CAL PDZ inh -1.7, Tat export inh -9, PvdQ inh -5, AddAB inh 0.1, DAGLB inh 1, phage Ecoli inh 4.4, Ecoli viability 1.2 and Wnt bcat act -3.
For O=C(NCc1ccccc1)C1CC2CCCC(C1)C2=O (stereo unspecified) the results were Rtt109 Vps75 -3, CAL PDZ inh -0.2, Tat export inh 6, PvdQ inh -7, AddAB inh 0.4, DAGLB inh -1, phage Ecoli inh 2.8, Ecoli viability 0.1 and Wnt bcat act -4.
`COc1ccc(-c2cc(C(=O)N3CCN(c4ccc(F)cc4)CC3)no2)cc1` gave Rtt109 Vps75 -3, CAL PDZ inh -1.2, Tat export inh 2, PvdQ inh -3, AddAB inh 6.2, PfHsp90 yeast 2 -10, DAGLB inh 0, phage Ecoli inh 0.9, Ecoli viability 3.8 and Wnt bcat act 0.
Screening Cc1nc(-c2cc(C#N)c(Sc3cccc(C(F)(F)F)c3)nc2C)cs1 returned Rtt109 Vps75 8, CAL PDZ inh 0.1, Tat export inh 7, PvdQ inh -9, AddAB inh -1.5, PfHsp90 yeast 2 4, DAGLB inh -6, phage Ecoli inh 5.7, Ecoli viability -1.7 and Wnt bcat act -8.
O=C(CSc1cccc[n+]1[O-])Nc1ccc(Cl)cc1F was read as Rtt109 Vps75 -4, CAL PDZ inh -0.6, Tat export inh 4, PvdQ inh -6, AddAB inh 2.9, PfHsp90 yeast 2 -23, DAGLB inh 1, phage Ecoli inh 0.0, Ecoli viability 2.1 and Wnt bcat act 2.
Screening COc1ccc(NC(=S)NCCC2=CCCCC2)cc1OC returned Rtt109 Vps75 -4, CAL PDZ inh -0.3, Tat export inh 3, PvdQ inh -5, AddAB inh 0.5, PfHsp90 yeast 2 15, DAGLB inh 4, phage Ecoli inh 4.9, Ecoli viability 0.5 and Wnt bcat act -1.
Screening COc1ccccc1NC(=O)Nc1nc(CC(=O)Nc2ccc(N(C)C)cc2)cs1 returned Rtt109 Vps75 14, CAL PDZ inh -2.1, Tat export inh -5, PvdQ inh 19, AddAB inh 5.0, PfHsp90 yeast 2 18, DAGLB inh 5, phage Ecoli inh 1.5, Ecoli viability -0.9 and Wnt bcat act 5.
COCCNC(=O)C(=O)NCC1OCCCN1S(=O)(=O)c1cccs1 (stereo unspecified) was read as Rtt109 Vps75 -2, CAL PDZ inh -2.1, Tat export inh -1, PvdQ inh -19, AddAB inh 3.7, PfHsp90 yeast 2 1, DAGLB inh 0, phage Ecoli inh 3.4 and Ecoli viability -1.0.
COc1ccc(/C=C/c2ccncc2)cc1 was read as Rtt109 Vps75 -1, CAL PDZ inh -0.1, Tat export inh 6, PvdQ inh 10, AddAB inh 2.2, PfHsp90 yeast 2 1, DAGLB inh -4, phage Ecoli inh 4.6, Ecoli viability 4.5 and Wnt bcat act 46*.
Screening COc1ccc(COCC(O)CN2CCCC(C(F)(F)F)C2)cc1 (stereo unspecified) returned Rtt109 Vps75 0, CAL PDZ inh -3.0, Tat export inh 13, PvdQ inh -5, AddAB inh 5.4, PfHsp90 yeast 2 -12, DAGLB inh -2, phage Ecoli inh -0.8, Ecoli viability 1.6 and Wnt bcat act -4.
O=C(O)c1ccccc1SCc1cn2ccccc2n1 was read as Rtt109 Vps75 14, CAL PDZ inh -1.2, Tat export inh 10, PvdQ inh 11, AddAB inh 0.0, PfHsp90 yeast 2 14, DAGLB inh 1, phage Ecoli inh 2.8, Ecoli viability 0.1 and Wnt bcat act -2.
Screening Cc1cc(C=O)c(C)n1-c1cccc(C(=O)O)c1 returned Rtt109 Vps75 0, CAL PDZ inh 0.0, Tat export inh -10, PvdQ inh -11, AddAB inh 1.4, PfHsp90 yeast 2 -23, DAGLB inh -1, phage Ecoli inh 2.6, Ecoli viability -0.9 and Wnt bcat act 1.
Screening Cc1c(Cc2ccccc2)c(=O)oc2c(C)c(OCC(=O)N3CCC(C(=O)O)CC3)ccc12 returned Rtt109 Vps75 4, CAL PDZ inh -1.0, Tat export inh 0, PvdQ inh -6, AddAB inh 3.0, PfHsp90 yeast 2 -2, DAGLB inh 0, phage Ecoli inh 5.8, Ecoli viability 2.2 and Wnt bcat act -1.
`CSC1=NCCN1S(=O)(=O)c1ccccc1` gave Rtt109 Vps75 -2, CAL PDZ inh -0.3, Tat export inh -9, PvdQ inh -17, AddAB inh 0.0, PfHsp90 yeast 2 -14, DAGLB inh 0, phage Ecoli inh 2.4, Ecoli viability -4.0 and Wnt bcat act -2.
Screening CCN(CC)CCOC(=O)c1ccc(NC(=O)/C=C/c2cccs2)cc1 returned CAL PDZ inh -3.9, Tat export inh -6, PvdQ inh -1, AddAB inh -1.2, PfHsp90 yeast 2 -23, DAGLB inh 3, phage Ecoli inh 3.5, Ecoli viability -2.3 and Wnt bcat act inconclusive.
Screening COc1cc(N2CCOCC2)ccc1C=C(C#N)C#N returned Rtt109 Vps75 3, CAL PDZ inh -4.6, Tat export inh 7, PvdQ inh -5, AddAB inh -2.6, PfHsp90 yeast 2 24, DAGLB inh 1, phage Ecoli inh 3.4, Ecoli viability 1.2 and Wnt bcat act 0.
Screening Cc1nc(C(F)(F)F)nc(Nc2ccc(N=Nc3ccccc3)cc2)c1C#N returned Rtt109 Vps75 -4, CAL PDZ inh -0.2, Tat export inh -3, PvdQ inh -6, AddAB inh -0.2, PfHsp90 yeast 2 27, DAGLB inh 2, phage Ecoli inh 1.0, Ecoli viability -1.0 and Wnt bcat act 0.
For Cc1cccc(N2CCN(C(=O)CCNS(=O)(=O)c3ccc4c(c3)CCC(=O)N4)CC2)c1C the results were Rtt109 Vps75 6, CAL PDZ inh -0.9, Tat export inh -3, PvdQ inh -7, AddAB inh 4.2, DAGLB inh 4, phage Ecoli inh 1.6 and Ecoli viability 2.4.
